TWEAK-Fn14 inh – inhibitors of TWEAK-Fn14 signaling, primary screen, luciferase reporter cells, uHTS; TWEAK-stimulated Fn14 reporter cells, luciferase luminescence, 8 h; AID 1159606, 2016; inhibition, % at 10 µM; hit rate 2% among 360,000; in the data active = inhibition above about 50%
SRC3 inh – SRC3 coactivator transcriptional activity inhibitors, primary screen, cell-based, luminescence; Nuclear receptor coactivator 3 (Homo sapiens), Q9Y6Q9; HEK293 GAL4-SRC3 luciferase reporter; inhibition, % at 3.6 µM; hit rate 0.17% among 360,000;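 active = inhibition above a per-campaign cutoff, the mean of all compounds plus 3 SD, cut at about 60% in these data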;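 also: 0% = DMSO-treated cells and 100% = gossypol-treated cells at 36 µM; higher means less SRC3-driven luciferase light from the GAL4 reporter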
NR2F2 inh – NR2F2 transcriptional activity inhibitors, primary screen, cell-based, luciferase reporter, HEK293T, luminescence; COUP transcription factor 2 (Homo sapiens), P24468; HEK293T NGFI-A luciferase reporter; inhibition, % at 8.6 µM; hit rate 0.7% among 370,000;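 active = inhibition above a per-plate cutoff, mean inhibition of test wells between control levels plus 3 SD, cut at about 38% in these data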;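 also: cells cotransfected with COUP-TFII expression vector driving the NGFI-A reporter; 0% = median of COUP-TF2 test wells and 100% = reporter-only cells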
SRC2 inh – inhibition of GAL4-SRC2 driven luciferase reporter, primary screen, SRC2 inhibitor project, cell-based, luminescence; AID 651957, 2012; hit rate 0.17% among 370,000; HEK293 GAL4-SRC2 luciferase reporter; inhibition, % at 9 µM;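 active = inhibition above the mean inhibition of all tested compounds plus 3 SD, set per campaign, cut at about 52% in these data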;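 also: 0% = DMSO treated cells and 100% = cells given Gossypol at 36 µM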
KKLEB tox – cytotoxicity in KKLEB CF airway cells, primary screen, cytotoxicity control for CF NF-kB inhibitor project, cell-based, uHTS, fluorescence assay plates | KKLEB CF airway cells viability, ATPlite luminescence, overnight; hits give low values; cells stimulated with P. aeruginosa culture filtrate | hit rate 0.36% among 360,000 | activity change (cytotoxicity), % at 5 µM;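 active = corrected activity change at or below -50% at 5 µM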
TROY signal inh – inhibitors of TROY-driven NF-kB signaling, primary screen, Q293 LMP1-TROYcd cells, NF-kB luciferase, uHTS; inhibition, % at 10 µM; Q293 LMP1-TROYcd NF-kB luciferase reporter, 4 h; hit rate 0.98% among 360,000;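 active = compounds whose plate-normalised and pattern-corrected inhibition of the luciferase reporter signal at the single screening dose is 50% or more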
LMP1 NFkB inh – EBV LMP1-driven NF-kappaB luciferase reporter inhibitors, primary screen, cell-based, luminescence, single point; LMP1-induced NF-kappaB luciferase reporter cells; inhibition, % at 12.5 µM; hit rate 0.69% among 350,000; in the data active = inhibition above about 41%;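 also: 0% = neutral control wells and 100% = reference inhibitor control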
C8 TRAIL sens – viability loss with TRAIL in NB7+C8 cells, primary screen, TRAIL sensitizer project, cell-based, ATPlite luminescence; inhibition (viability loss, TRAIL sensitization), % at 10 µM; hit rate 1% among 360,000;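 active = compounds causing at least 50% loss of cell viability in the single-dose screen, relative to plate controls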
NR5A2 inv ag – LRH-1 (NR5A2) inverse agonists, primary screen, cell-based, luminescence, HEK293T, StAR-luciferase reporter. AID 602396, 2012. hit rate 0.13% among 360,000. LRH-1 transfected, 24 h. Nuclear receptor subfamily 5 group A member 2 (Homo sapiens), O00482. inhibition, % at 3.6 µM;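 active = inhibition above the mean inhibition of all tested compounds plus 3 SD, cut at about 73% in these data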;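 also: 0% = DMSO wells and 100% = reporter-only cells lacking LRH-1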
NCOA1 inh – SRC1 coactivator transcriptional activity inhibitors, primary screen, cell-based, luminescence; Nuclear receptor coactivator 1 (Homo sapiens), Q15788; inhibition, % at 3.6 µM; hit rate 0.12% among 360,000; AID 588354, 2011; HEK293 GAL4-SRC1 luciferase reporter;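 active = inhibition above the campaign mean plus 3 SD, with each screening campaign given its own cutoff, cut at about 60% in these data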;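 also: 0% = DMSO treated cells and 100% = gossypol at 36 µM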
CF NFkB inh – inhibitors of PAF-induced NF-kB signaling, primary screen, cell-based, GFP fluorescence, uHTS | KKLEB NF-kB-GFP reporter, GFP fluorescence overnight | inhibition, % at 5 µM | hit rate 0.86% among 360,000 | AID 588850, 2011;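 active = at least 50% inhibition at 5 µM, scaled per plate between neutral and stimulator controls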;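 also: PAF is a Pseudomonas aeruginosa culture filtrate used as stimulus; plate controls were PAF-stimulated DMSO wells for no effect and unstimulated DMSO wells for full effect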
An asterisk follows results filed as active; x = not tested or not shown.

compound,TWEAK-Fn14 inh,SRC3 inh,NR2F2 inh,SRC2 inh,KKLEB tox,TROY signal inh,LMP1 NFkB inh,C8 TRAIL sens,NR5A2 inv ag,NCOA1 inh,CF NFkB inh
CCCCCCCSc1cc(OC)c(CCN(C)C)cc1OC,-35,5,-1,3,-5,-4,-12,25,27,-4,5
COC(=O)C1=C(c2ccc(F)cc2OCc2ccccc2)C[C@@H]2CC[C@H]1N2C(=O)NCc1ccc(C(F)(F)F)cc1,45,8,13,13,-12,17,-2,16,17,14,4
CCCCCn1c(=O)c(C(=O)Nc2nc3ccccc3[nH]2)c(O)c2ccccc21,34,9,-10,-15,-52*,17,3,27,-5,-2,30
C[C@]12CCC3C(CC[C@H]4C[C@@H](O)CC[C@]34C)C1C[C@@H](N)[C@@H]2O (stereo partly specified),-28,-13,3,17,10,5,-4,3,-22,4,-19
Oc1ccc(/C=N/NP(=S)(c2ccccc2)c2ccccc2)c(O)c1O,43,19,26,15,12,-47,6,-5,2,12,-26
CCOP(=S)(OCC)Oc1cc(C)oc(=O)c1,-17,16,3,-3,-11,0,-9,0,5,-12,4
CCC1([N+](=O)[O-])COP(=O)(NCc2cccnc2)OC1 (stereo unspecified),15,-27,9,22,9,3,-10,-14,-19,-4,-12
C[C@]12CCC(=O)C=C1CC[C@@H]1[C@@H]2CC[C@]2(C)C(=O)CC[C@@H]12,-36,-11,0,16,-2,1,-3,-3,1,6,11
O=[N+]([O-])c1ccc(N2CCCNCC2)c2ncccc12,-11,5,-12,-17,-1,-12,25,4,-6,6,-24
CN(c1ccccc1)P(=O)(N1CC1)N1CC1,25,-3,-12,13,5,13,8,7,6,-2,-21

Reprinted at random: 2 compounds from above.
compound,TWEAK-Fn14 inh,SRC3 inh,NR2F2 inh,SRC2 inh,KKLEB tox,TROY signal inh,LMP1 NFkB inh,C8 TRAIL sens,NR5A2 inv ag,NCOA1 inh,CF NFkB inh
CCC1([N+](=O)[O-])COP(=O)(NCc2cccnc2)OC1 (stereo unspecified),15,-27,9,22,9,3,-10,-14,-19,-4,-12
C[C@]12CCC(=O)C=C1CC[C@@H]1[C@@H]2CC[C@]2(C)C(=O)CC[C@@H]12,-36,-11,0,16,-2,1,-3,-3,1,6,11

Profiles as entered above:
C[C@]12CCC(=O)C=C1CC[C@@H]1[C@@H]2CC[C@]2(C)C(=O)CC[C@@H]12 reads TWEAK-Fn14 inh: -36; SRC3 inh: -11; NR2F2 inh: 0; SRC2 inh: 16; KKLEB tox: -2; TROY signal inh: 1; LMP1 NFkB inh: -3; C8 TRAIL sens: -3; NR5A2 inv ag: 1; NCOA1 inh: 6; CF NFkB inh: 11
CCCCCCCSc1cc(OC)c(CCN(C)C)cc1OC reads TWEAK-Fn14 inh: -35; SRC3 inh: 5; NR2F2 inh: -1; SRC2 inh: 3; KKLEB tox: -5; TROY signal inh: -4; LMP1 NFkB inh: -12; C8 TRAIL sens: 25; NR5A2 inv ag: 27; NCOA1 inh: -4; CF NFkB inh: 5

(more compounds)
compound,TWEAK-Fn14 inh,SRC3 inh,NR2F2 inh,SRC2 inh,KKLEB tox,TROY signal inh,LMP1 NFkB inh,C8 TRAIL sens,NR5A2 inv ag,NCOA1 inh,CF NFkB inh
CCN(CC)N=O,-52,8,19,-5,14,-9,-6,-13,11,3,-28
CC[C@H](C)[C@@H](C(=O)N1CCCC1c1nccs1)N(C)C(=O)[C@H](CC(C)C)N(C)C(=O)[C@H](Cc1ccc(OC)cc1)N(C)C(=O)/C=C(\C)OC (stereo partly specified),-12,1,-1,16,0,-7,-2,-9,-13,8,-6
C=C(C=O)CC1CC(O)[C@]2(C)OC3C[C@@H]4OC5C[C@]6(C)O[C@]7(C)CCC8OC9C[C@]%10(C)OC(/C(C)=C\CO)C(O)CC%10OC9CC(C)C8OC7CC6O[C@]5(C)C/C=C\C4OC3CC2O1 (stereo partly specified),-10,3,x,x,4,-6,-5,-9,9,-6,13
CCCCn1c(O)c(C(C)=NCc2cc(OC)cc(OC)c2)c(=O)[nH]c1=O,1,-1,3,-12,0,4,4,0,16,1,-3
CC1C(=O)CC2(C(C)C)CC12 (stereo unspecified),0,17,-26,6,0,-15,x,-9,24,-1,3
Cn1cc(C(=O)OCC(=O)Nc2ccccc2Cl)c2ccccc21,-2,6,3,4,-12,1,8,5,-40,-4,4
COc1cccc(C(=O)C2CN(C)CC2c2ccc(Cl)cc2)c1 (stereo unspecified),9,-7,3,10,6,-2,0,8,-8,-10,-11
CC1CCN2c3nc4ccccn4c(=O)c3CC3(C(=O)N(C)C(=O)N(C)C3=O)C2C1 (stereo unspecified),4,9,-6,-32,-13,-17,0,-4,5,-10,10
COC(=O)C1=C(c2ccc(Cl)c(C(F)(F)F)c2)C[C@@H]2CC[C@H]1N2C(=O)N1CCC(O)(c2ccc(Cl)cc2)CC1,40,10,14,-3,1,1,10,18,4,11,11
O=[N+]([O-])c1cc2c(cc1CNCCc1ccc3c(c1)OCO3)OCO2,-7,6,5,-57,-2,-81,-6,-1,-18,-3,6

Next section
compound,TWEAK-Fn14 inh,SRC3 inh,NR2F2 inh,SRC2 inh,KKLEB tox,TROY signal inh,LMP1 NFkB inh,C8 TRAIL sens,NR5A2 inv ag,NCOA1 inh,CF NFkB inh
COc1ccc(C(=O)C2CCCN(Cc3cnc(C)s3)C2)c(OC)c1 (stereo unspecified),7,9,20,-3,-7,8,7,12,11,-1,9
COc1ccc(C(=O)CN2CCCCC2)cc1,-17,3,7,-3,-12,-14,-1,-2,11,-35,28
C=CCn1c(O)c(/C(C)=N/NC(=S)Nc2ccccc2)c(=O)[nH]c1=O,3,-26,-18,14,0,-19,-2,4,-35,-30,1
Cc1ccc(-n2c(C)nc3cc(Cl)ccc3c2=O)nc1,2,-74,-33,-46,1,-19,-23,-4,-98,-125,2
O=C1CN=C(c2cc([N+](=O)[O-])ccc2Cl)c2cc([N+](=O)[O-])ccc2N1,5,5,14,-11,3,-9,2,-18,-7,-10,5
Nc1ccc(N=Nc2ccccc2)cc1,10,-42,-22,-4,10,-39,-20,-1,-59,-52,-12
C=CCn1c(O)c(C(C)=NCCCO)c(=O)[nH]c1=O,-8,-2,-6,-18,-5,4,-5,-7,9,6,0
CC(=O)Nc1cc(C(=O)N2CCC3(CC2)OCCO3)ccc1Sc1ccc(F)cc1,6,3,3,8,0,15,-7,0,12,8,15
COC(=O)N(c1ccccc1)P(=O)(Oc1ccccc1)Oc1ccccc1,-1,-1,-5,-13,-10,-9,1,-8,8,8,-16
CN1CCN(/N=C/c2c[nH]c3ccccc23)CC1,4,18,-20,5,-6,-28,-3,-21,20,3,1

Single entries from above:
O=C1CN=C(c2cc([N+](=O)[O-])ccc2Cl)c2cc([N+](=O)[O-])ccc2N1 in NR5A2 inv ag → -7
C=CCn1c(O)c(/C(C)=N/NC(=S)Nc2ccccc2)c(=O)[nH]c1=O in SRC3 inh → -26
COc1ccc(C(=O)CN2CCCCC2)cc1 in SRC2 inh → -3

(list continues)
compound,TWEAK-Fn14 inh,SRC3 inh,NR2F2 inh,SRC2 inh,KKLEB tox,TROY signal inh,LMP1 NFkB inh,C8 TRAIL sens,NR5A2 inv ag,NCOA1 inh,CF NFkB inh
CCCNc1oc(-c2cccc3ccccc23)nc1C#N,-43,-9,-12,-31,6,-28,-16,1,-17,-11,1
O=C1NC(=O)N(Cc2cccs2)C(=O)/C1=C/c1ccc(N2CCOCC2)cc1,-16,-3,2,16,10,7,-4,1,-3,0,-24
c1ccc(Nc2ccc3ccccc3c2)cc1,-28,-81,-49,-37,8,-58,-32,9,-63,-59,-20
CCOc1ccc2nc(N=Nc3c(O)[nH]c(=S)[nH]c3=O)sc2c1,-8,4,-8,-12,19,-13,10,5,-11,6,-8
Cc1cccc(C)c1NC(=O)CN(C)CC(=O)Nc1ccc(C#N)c(Cl)c1,-21,20,21,11,-3,3,9,-12,-1,11,15
O=C(c1cc2cc(Br)ccc2[nH]1)N1CCC2(CC1)OCCO2,-14,-9,-2,-6,-3,6,-15,-1,-13,-49,6
O=C(NCc1ccccc1)c1cccn(Cc2cccc(Cl)c2)c1=O,-20,17,5,-19,2,6,-2,0,12,-23,-1
CC(C)NC(=O)Cn1cc(C(=O)c2ccccc2F)c2ccccc21,23,15,-12,2,7,-16,1,9,10,3,-13
C[C@](N)(CCP(=O)(O)O)C(=O)O,7,-17,-8,1,12,-9,-6,6,-2,-1,-12
CCOP(=O)(Cc1ccccc1)OCC,4,-5,-15,-16,1,3,-2,3,15,-8,-9

Next part.
compound,TWEAK-Fn14 inh,SRC3 inh,NR2F2 inh,SRC2 inh,KKLEB tox,TROY signal inh,LMP1 NFkB inh,C8 TRAIL sens,NR5A2 inv ag,NCOA1 inh,CF NFkB inh
C[C@H]1CCC[C@@H](O)CCC/C=C/c2cc(O)cc(O)c2C(=O)O1,59*,64*,34,21,0,20,21,6,36,58,51*
CC1(C)C(=O)CCC2C1=CCC1C2CCC2(C)C(O)CCC12 (stereo unspecified),-2,8,-3,-8,-4,17,-1,-4,5,-5,18
Cc1ccc(NC2=NCCCS2)cc1Cl,52,-11,-41,-23,-2,8,0,2,-8,-6,3
O=C(O)C1C2CCC(O2)C1C(=O)Nc1cccc(Br)c1 (stereo unspecified),-1,-15,7,-34,10,-28,-4,-5,8,-6,-1
CCN(CC)CCC(=O)O[C@H]1CC[C@]2(C)C3CC[C@@]4(C)C(CC[C@]4(C)O)C3CC[C@H]2C1 (stereo partly specified),-8,-7,10,-21,14,-7,-2,3,-8,-1,-6
COc1cccc(-n2c(/C=C/c3ccc(O)c(O)c3)nc3ccccc3c2=O)c1,29,-10,-8,-28,3,25,0,-11,10,-8,-45
NC(C(=O)O)c1cc(=O)[nH]o1 (stereo unspecified),5,-5,2,1,1,0,-13,3,-23,-4,23
O=C1c2ccccc2-n2nnc(-c3ccccc3)c2C2c3cc(Br)ccc3CCN12 (stereo unspecified),-6,4,-7,-18,11,-11,x,-10,3,1,-32

Assay outcomes (PubChem)

An excerpt; the hit share may differ from the screen's.
